EP2 antag – human EP2 receptor antagonists, primary screen, TR-FRET cAMP, C6 glioma cells; inhibition, % at 25 µM; 0.52% of 260,000 active; C6 glioma cells expressing human EP2; cells stimulated with saturating PGE2; Prostaglandin E2 receptor EP2 subtype (Homo sapiens), P43116;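 active = percent inhibition above 40 after rounding to a whole number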;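 note: rat C6 glioma host cells with rolipram phosphodiesterase inhibitor present; the protocol text gives 20 µM as final concentration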
zVAD death inh – inhibitors of zVAD-triggered necroptosis, primary screen, L929 cells. L929 zVAD necroptosis rescue, ATP luminescence, 24 h; with zVAD 60 µM. viability rescue, % at 10 µM. 0.38% of 220,000 active. AID 1377, 2008;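 active = activation, scaled between plate controls, above about 75%, limit read from the data; inactive = activation under that limit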;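 note: 0% = zVAD with DMSO and 100% = DMSO alone without zVAD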
EP2 modulator – EP2 receptor modulators, cAMP readout, primary screen, cell-based, HTRF cAMP, PGE2 stimulation | induction, % at 25 µM | 0.83% of 260,000 active | EP2-expressing cells, cAMP HTRF FRET, PGE2 co-stimulation | Prostaglandin E2 receptor EP2 subtype (Homo sapiens), P43116 | AID 940, 2007;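 active = compounds whose cAMP rise, as percent of the full-agonist control response, exceeds 60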;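 note: rat C6 glioma line stably carrying human EP2 under a CMV promoter; the protocol text gives 20 µM as final concentration; 100% = response of wells given 1 µM PGE2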
Runt-CBFb FRET – inhibitors of RUNX1 Runt–CBFb binding, primary screen, biochemical, FRET, Cerulean-Runt, Venus-CBFb, uHTS. AID 1496, 2009. 0.46% of 220,000 active. Cerulean-Runt/Venus-CBFb FRET ratio 530/480, 1 h. inhibition, % at 20 µM. Runt-related transcription factor 1 (Homo sapiens) + Core-binding factor subunit beta …;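 active = inhibition over about 50% at 20 µM in the single-dose screen, limit read from the data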;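 note: 0% = DMSO wells and 100% = excess unlabeled CBFb competitor control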
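Doses: 20 µM compound in 1% DMSO | Material: Cerulean-labeled Runt domain protein | Amount: Each fluorescent fusion protein 100 nM | Schedule: Two 1 h room-temperature incubations shielded from light | Measured by: FRET fluorescence | Evaluation: Loss of energy transfer signal | Controls: Unlabeled CBFb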
Hck-Nef inh – inhibitors of Nef-activated human Hck kinase, primary screen, biochemical, Z-Lyte FRET, 384-well, Hck-YEEI | Tyrosine-protein kinase HCK (Homo sapiens), P08631 | Recombinant Hck-YEEI plus Nef, Z-Lyte FRET kinase assay | inhibition, % at 20 µM | 0.68% of 220,000 active;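 active = Hck-Nef kinase inhibition above about 50%, limit read from the data; inactive = inhibition below that limit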;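 note: 0% = DMSO with Hck plus Nef and 100% = Hck alone without Nef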
Runt-SMMHC FRET – inhibitors of RUNX1 Runt–CBFb-SMMHC binding, primary screen, biochemical, FRET, Cerulean-Runt, Venus-CBFb-SMMHC, uHTS; Cerulean-Runt/Venus-CBFb-SMMHC FRET ratio 530/480, 1 h; inhibition, % at 20 µM; 0.74% of 220,000 active; AID 1434, 2008;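 active = mean inhibition across duplicate retests at 20 µM reaching about 50%, limit read from the data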;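 note: 0% = DMSO wells and 100% = wells with excess untagged CBFb-SMMHC; inhibitors lower the FRET ratio by blocking Runt binding to CBFb-SMMHC; some results filed as inactive read as strong as hits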
RBBP9 inhibitor – human RBBP9 inhibitors, primary screen, biochemical, fluorescence polarization, FP-Rh probe, HTS | inhibition, % at 7.94 µM | 0.2% of 220,000 active | recombinant RBBP9 | AID 1515, 2009;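 active = inhibition above the campaign mean of all tested compounds plus 3 SD, cut at about 14% in these data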;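 note: plate controls were DMSO wells with RBBP9 for no effect and wells lacking RBBP9 protein for full effect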
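System: RBBP9 protein / Quantity: 2.5 µM RBBP9 dispensing solution, before mixing / Also added: Serine-hydrolase probe FP-Rh, 375 nM pre-mixing / Dosing: 7.94 µM single dose, 0.794% DMSO / Timing: enzyme-compound preincubation 30 min, then probe labeling 45 min, 25 °C / Signal: FP readout at 525/598 nm / Controls: DMSO-treated enzyme wells and wells lacking RBBP9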
PERK inhibitor – block of dimerizer-induced PERK translation repression, primary screen, PERK inhibitor project, CHO PERK-DD cells, SEAP luminescence, HTS | inhibition, % at 5.6 µM | Eukaryotic translation initiation factor 2-alpha kinase 3 (Homo sapiens), Q9NZJ5 | CHO PERK-DD fusion, SEAP luminescence translation reporter | 0.17% of 220,000 active;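 active = inhibition above the mean inhibition of all tested compounds plus 3 SD, set separately per screening campaign, cut at about 2.9% in these data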;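 note: PERK kinase domain activated by AP20187 dimerizer at 100 nM; 0% = DMSO with dimerizer and 100% = rapamycin at 8.4 µM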
Target sequence (Q9NZJ5 whole entry, looked up, the tested form may be a part): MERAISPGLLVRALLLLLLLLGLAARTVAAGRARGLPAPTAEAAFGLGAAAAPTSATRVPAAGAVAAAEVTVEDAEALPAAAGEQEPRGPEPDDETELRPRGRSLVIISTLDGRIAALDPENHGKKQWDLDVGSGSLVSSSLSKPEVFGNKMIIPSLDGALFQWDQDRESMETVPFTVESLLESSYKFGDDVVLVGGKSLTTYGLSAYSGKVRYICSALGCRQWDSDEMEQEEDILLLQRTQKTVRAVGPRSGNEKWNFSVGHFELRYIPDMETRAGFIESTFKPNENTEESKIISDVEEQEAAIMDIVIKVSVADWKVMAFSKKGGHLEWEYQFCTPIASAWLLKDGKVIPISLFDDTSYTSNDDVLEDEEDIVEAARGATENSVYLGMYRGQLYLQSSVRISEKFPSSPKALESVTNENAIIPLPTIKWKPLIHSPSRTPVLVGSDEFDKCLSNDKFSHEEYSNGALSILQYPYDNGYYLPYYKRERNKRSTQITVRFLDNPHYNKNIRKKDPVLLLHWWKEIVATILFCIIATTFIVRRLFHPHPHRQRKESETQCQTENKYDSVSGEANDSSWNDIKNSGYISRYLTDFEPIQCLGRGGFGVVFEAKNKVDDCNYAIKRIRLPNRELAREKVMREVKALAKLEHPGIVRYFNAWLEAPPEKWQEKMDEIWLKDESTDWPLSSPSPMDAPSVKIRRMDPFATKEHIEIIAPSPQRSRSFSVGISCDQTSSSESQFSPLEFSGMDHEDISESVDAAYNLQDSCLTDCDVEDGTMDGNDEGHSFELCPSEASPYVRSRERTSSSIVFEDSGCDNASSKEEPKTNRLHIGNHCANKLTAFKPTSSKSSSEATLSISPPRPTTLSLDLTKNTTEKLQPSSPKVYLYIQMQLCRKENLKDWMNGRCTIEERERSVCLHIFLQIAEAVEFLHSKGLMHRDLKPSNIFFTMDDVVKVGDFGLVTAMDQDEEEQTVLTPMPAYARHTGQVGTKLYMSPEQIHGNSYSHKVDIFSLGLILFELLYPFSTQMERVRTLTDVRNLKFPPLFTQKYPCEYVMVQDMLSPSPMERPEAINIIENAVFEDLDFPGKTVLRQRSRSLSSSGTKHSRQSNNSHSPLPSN
TNF death inh – inhibitors of TNF-alpha triggered necroptosis, primary screen, cell-based, Jurkat FADD-/-, single concentration. activation (protection from cell death), % at 10 µM. 0.068% of 220,000 active. Jurkat FADD-/- TNF necroptosis rescue, ATP luminescence, 24 h; 0 = TNF only, 100 = no-TNF cells. AID 463075, 2010;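 active = activation, meaning protection from cell death, of at least 50% relative to plate controls; inactive = activation below 50%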;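 note: necroptosis triggered by 40 ng/mL TNF-alpha added together with compound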
Active calls of the source: *; . = not tested or not shown; & = joins results of further samples.

SMILES | EP2 antag | zVAD death inh | EP2 modulator | Runt-CBFb FRET | Hck-Nef inh | Runt-SMMHC FRET | RBBP9 inhibitor | PERK inhibitor | TNF death inh
Cn1c(=O)c2c(nc(N/N=C/c3ccncc3)n2Cc2ccccc2)n(C)c1=O | 9 | 1.1 | 19 | -3 | 10 | 3 | -3 | -0.1 | -2.0
N#Cc1cn(-c2ccccc2)nc1-c1ccccc1 | 10 | -0.1 | 45 | -1 | 2 | -4 | -3 | 0.4 | -3.9
COC(=O)C1=C(Nc2ccc(C)cc2)C=C(C)C(C(=O)OC)C1c1ccc(OC)cc1 (stereo not drawn) | 7 | -0.6 | 20 | -1 | 6 | -2 | 5 | -0.9 | -2.2
CCN(CC)CCNc1nc2cc(OC)c(OC)cc2c2nc(-c3ccccc3)nn12 | 8 | -2.1 | -17 | 1 | -3 | -2 | -7 | -0.9 | -13
CCOc1ccc(/C=C2/C(=N)N3OC(C)=CC3=NC2=O)cc1OC | 12 | 1.4 | -33 | -3 | 23 | -1 | -1 | 1.2 | 0.6
O=C(OC1CSc2nc3ccccc3n2C1)c1ccco1 (stereo not drawn) | 7&11 | 1.1 | -16&-105 | -2 | -6 | -1 | -6 | 0.1 | 0.1
O=C(Nc1nc(COc2ccccc2)cs1)c1ccccc1F | 5 | 0.7 | -51 | -3 | 2 | -3 | -2 | 0.7 | -0.5
CC1=CCC2C(=O)N(c3ccccc3OC(=O)c3ccccc3F)C(=O)C2C1 (stereo not drawn) | 2 | 0.6 | 13 | 0 | -3 | 0 | -14 | -0.6 | 1.1
CCc1ccc2c(c1)cc(CN(C(=S)Nc1cccc(C)c1)C1CC1)c1nnnn12 | 5 | 0.1 | 22 | -2 | 8 | -3 | -5 | 0.9 | -3.7
CN1CCN(C(=O)CCN2C(=O)c3ccccc3C2=O)CC1 | 16 | 9.4 | 13 | 2 | 21 | 0 | -6 | 1.3 | 0.0
CCOc1ccc(-n2c(Cc3cc(=O)[nH]c(=O)[nH]3)nnc2SCc2cccnc2)cc1 | . | 0.4 | 9 | 0 | 1 | -1 | -5 | -0.3 | 0.1
Cc1ccc(C(=O)NCCN(C)C)c(C)c1 | 11 | -0.1 | -10 | 1 | 1 | -2 | -10 | 0.7 | -1.3
CCCCNC(=O)N(c1c(N)n(Cc2ccccc2)c(=O)[nH]c1=O)C1CCCC1 | 6 | 1.9 | 13 | 2 | 22 | -3 | -1 | -0.1 | -0.3
Cc1cc(N2CCN(C)CC2)nc2ccc(NC(=O)c3ccc4c(c3)OCO4)cc12 | 25 | 2.7 | -45 | 0 | -2 | -1 | 1 | -1.1 | 4.0
COc1cc(C(=O)Sc2ccc(C)cc2)cc(OC)c1OC | . | -0.1 | 39 | -2 | 1 | -5 | -3 | 0.7 | -18

11 structures already listed, sorted by SMILES length, highest first.
SMILES | EP2 antag | zVAD death inh | EP2 modulator | Runt-CBFb FRET | Hck-Nef inh | Runt-SMMHC FRET | RBBP9 inhibitor | PERK inhibitor | TNF death inh
CCOc1ccc(-n2c(Cc3cc(=O)[nH]c(=O)[nH]3)nnc2SCc2cccnc2)cc1 | . | 0.4 | 9 | 0 | 1 | -1 | -5 | -0.3 | 0.1
COC(=O)C1=C(Nc2ccc(C)cc2)C=C(C)C(C(=O)OC)C1c1ccc(OC)cc1 (stereo not drawn) | 7 | -0.6 | 20 | -1 | 6 | -2 | 5 | -0.9 | -2.2
CCCCNC(=O)N(c1c(N)n(Cc2ccccc2)c(=O)[nH]c1=O)C1CCCC1 | 6 | 1.9 | 13 | 2 | 22 | -3 | -1 | -0.1 | -0.3
Cn1c(=O)c2c(nc(N/N=C/c3ccncc3)n2Cc2ccccc2)n(C)c1=O | 9 | 1.1 | 19 | -3 | 10 | 3 | -3 | -0.1 | -2.0
CC1=CCC2C(=O)N(c3ccccc3OC(=O)c3ccccc3F)C(=O)C2C1 (stereo not drawn) | 2 | 0.6 | 13 | 0 | -3 | 0 | -14 | -0.6 | 1.1
CN1CCN(C(=O)CCN2C(=O)c3ccccc3C2=O)CC1 | 16 | 9.4 | 13 | 2 | 21 | 0 | -6 | 1.3 | 0.0
COc1cc(C(=O)Sc2ccc(C)cc2)cc(OC)c1OC | . | -0.1 | 39 | -2 | 1 | -5 | -3 | 0.7 | -18
O=C(Nc1nc(COc2ccccc2)cs1)c1ccccc1F | 5 | 0.7 | -51 | -3 | 2 | -3 | -2 | 0.7 | -0.5
O=C(OC1CSc2nc3ccccc3n2C1)c1ccco1 (stereo not drawn) | 7&11 | 1.1 | -16&-105 | -2 | -6 | -1 | -6 | 0.1 | 0.1
N#Cc1cn(-c2ccccc2)nc1-c1ccccc1 | 10 | -0.1 | 45 | -1 | 2 | -4 | -3 | 0.4 | -3.9
Cc1ccc(C(=O)NCCN(C)C)c(C)c1 | 11 | -0.1 | -10 | 1 | 1 | -2 | -10 | 0.7 | -1.3

Later entries:
SMILES | EP2 antag | zVAD death inh | EP2 modulator | Runt-CBFb FRET | Hck-Nef inh | Runt-SMMHC FRET | RBBP9 inhibitor | PERK inhibitor | TNF death inh
CC(C)(C)NC(=O)c1ccc(Cn2cc(C(F)(F)F)ccc2=O)cc1 | 4 | 0.6 | 28 | 0 | -1 | 0 | -2 | 0.6 | 0.3
Cc1cc(Oc2ccc(C)c(Cl)c2)nc(SCC(=O)c2ccccc2)n1 | 7 | 0.5 | 41 | -4 | 2 | -7 | -4 | 0.4 | -1.5
CN(C)c1ccc(C2CC(=O)OC3=C2C(=O)CC(C)(C)C3)cc1 (stereo not drawn) | 3 | 0.8 | 15 | 5 | 24 | 2 | -3 | 0.2 | 1.4
COc1ccc(CCNC(=O)Cc2c(Cl)cccc2Cl)cc1 | 6 | -0.9 | -42 | -2 | 6 | 1 | -12 | -0.1 | 13
O=C(NC(=S)Nc1nc(-c2ccccc2)cs1)c1cccnc1 | 11 | 0.1 | -52 | . | 16 | 1 | -5 | 0.0 | 3.1
CCN(CC)CCn1c(C)nc2c(sc3nc4c(cc32)COC(C)(C)C4)c1=O | 15 | 1.4 | -10 | 1 | 5 | 0 | 0 | 1.1 | 4.9
CCc1ccc2[nH]c3nc(C)cc(C)c3c(=O)c2c1 | 8 | 9.3 | 13 | 58* | 22 | 83* | -4 | 0.1 | 6.0
Nc1nnnn1/N=C/c1ccccc1C(F)(F)F | 7 | 0.3 | -1 | 0 | 0 | 1 | -9 | 0.6 | -13
Cc1ccc(C(=O)CSc2nnc(-c3ccco3)n2Cc2ccccc2)cc1 | 9 | 0.1 | 37 | 4 | 1 | 1 | -2 | -0.2 | 0.1
CCC(=O)Nc1ccc(S(=O)(=O)Nc2ncccn2)cc1 | 7 | 0.4 | 22 | -1 | -1 | 1 | -1 | 0.2 | 1.1
COC(=O)C(C)N1CCC(=O)c2ccccc2S1(=O)=O (stereo not drawn) | 20 | -0.4 | 9 | 1 | 28 | 0 | . | . | 2.4

Only part of the results is shown, so the mix of outcomes need not match the whole.
